# Assay outcomes deposited in PubChem BioAssay by several laboratories.
# Hsp70 act: Hsp70 transcriptional activators, primary screen, cell-based, HeLa, Hsp70 promoter luciferase, luminescence, 10 µM | HeLa Hsp70 promoter luciferase reporter; scaled: vehicle 0, proteasome-inhibitor control 100% | activation, % at 10 µM | 0.04% of 200,000 active;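 active means activation above the mean across all tested compounds plus 3 SD, cutoff set per campaign, cut at about 5.5% in these data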;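 further: 100% = MG132 at 30 µM as the positive control and 0% = DMSO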
# Diaphorase inh: diaphorase inhibitors and chemical oxidizers, primary screen, counter-screen for diaphorase-coupled primary assays, biochemical, uHTS, resorufin fluorescence; diaphorase resazurin-to-resorufin fluorescence, NADH, 16 min; bacterial (C. kluyveri) enzyme, not human; inhibition, % at 20 µM; 0.69% of 190,000 active; AID 1217, 2008;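 active means primary screen inhibition at 20 µM above a set limit, cut at about 50% in these data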;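 further: plate controls were DMSO with full reaction for no effect and wells lacking NADH for full effect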
#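 Benchmarks: positive control wells lacking NADH, neutral wells with DMSO only. System: bacterial diaphorase enzyme (C. kluyveri). Input: 0.14 U/mL diaphorase, enzyme working solution. Detection: resorufin fluorescence, excitation 544 nm, emission 590 nm. Times: 16-min room-temperature incubation before reading.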
# Diaphorase act: compounds boosting diaphorase resazurin reduction – biochemical, uHTS, resorufin fluorescence, counter-screen for diaphorase-coupled primary assays, primary screen. AID 1229, 2008. Diaphorase/resazurin coupled assay, 16 min; stronger effect = higher value; 1 = vehicle wells, 0 = NADH-free wells. activation factor at 20 µM. 0.005% of 190,000 active;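 active means diaphorase activity raised at least twofold by the compound at 20 µM; inactive means activation factor below 2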
#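 System – purified diaphorase enzyme from Clostridium kluyveri · Input – enzyme 0.07 U/mL final · Also added – final NADH 0.114 mM, resazurin 0.1 mM · Measured by – fluorescence of resorufin, 544 nm excitation, 590 nm emission · Timing – 16 min enzyme reaction, ambient temperature · Measure – resorufin increase flagging diaphorase activators or reducers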
# L major viab: Leishmania major promastigote growth inhibition, primary screen; Leishmania major promastigotes, resazurin fluorescence viability; inhibition, % at 10 µM; 9% of 200,000 active; AID 1063, 2008;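 further: promastigotes grown with compound for 44 hours at 28 °C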
# PMI act hi M6P: human PMI activators, high substrate, primary screen, biochemical, fluorescence intensity, near-saturating mannose 6-phosphate | coupled PMI enzyme assay, resazurin fluorescence, 20 min; stronger effect = higher value; 1 = untreated enzyme, 0 = substrate-free blank | Mannose-6-phosphate isomerase (Homo sapiens), P34949 | activation factor at 20 µM | 0.34% of 190,000 active | AID 1216, 2008;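 active means activation factor of 2 or more at 20 µM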
# Target sequence (P34949 whole entry, looked up): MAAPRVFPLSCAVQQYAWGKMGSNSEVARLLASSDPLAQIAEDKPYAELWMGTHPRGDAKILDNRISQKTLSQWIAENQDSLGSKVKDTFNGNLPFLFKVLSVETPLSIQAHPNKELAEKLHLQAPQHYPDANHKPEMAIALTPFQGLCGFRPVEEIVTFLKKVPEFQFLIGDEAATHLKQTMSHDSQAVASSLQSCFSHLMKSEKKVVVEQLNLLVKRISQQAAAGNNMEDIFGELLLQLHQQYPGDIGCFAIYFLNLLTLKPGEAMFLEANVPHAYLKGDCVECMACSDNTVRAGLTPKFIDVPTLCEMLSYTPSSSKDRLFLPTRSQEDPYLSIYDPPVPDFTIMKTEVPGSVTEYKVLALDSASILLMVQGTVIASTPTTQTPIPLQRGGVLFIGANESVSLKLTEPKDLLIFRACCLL
#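 Material: human phosphomannose isomerase with PGI, G6PDH, diaphorase coupling enzymes / Reagent: Man-6-P substrate 1.0 mM / Dosing: single compound dose of 20 µM, 1% DMSO final / Incubation: enzyme reaction with compound 20 min at room temperature / Signal: resorufin fluorescence (Ex 544/Em 590 nm) from resazurin via diaphorase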
# PMI activator: activators of human PMI, primary screen, biochemical, fluorescence intensity, near-Km mannose 6-phosphate; purified human PMI, coupled resazurin fluorescence, 20 min; stronger effect = higher value; 1 = vehicle control, 0 substrate-free wells; activation factor at 20 µM; 0.005% of 190,000 active; AID 1214, 2008;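 active means activation factor of 2 or more at 20 µM, relative to plate controls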
# TLR4 MyD88 comp: inhibitors of TLR4-MyD88 association in cells, primary screen, cell-based, HeLa CL3-4, BLA complementation, FRET ratio. Toll-like receptor 4 (Homo sapiens) + Myeloid differentiation primary response protein …. HeLa CL3-4 TLR4/MyD88 BLA complementation. inhibition, % at 8.4 µM. 0.18% of 200,000 active. AID 861, 2007; in the data active means inhibition above about 25%;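 further: 0% = vehicle and 100% = reference inhibitor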
# G6PDH CS: L. mesenteroides G6PDH inhibitors, counter-screen for G6PDH-coupled screening assays, biochemical, Leuconostoc mesenteroides enzyme; 0.12% of 200,000 active; Purified L. mesenteroides G6PDH, diaphorase/resazurin coupled fluorescence, 45 min; AID 1020, 2008; inhibition, % at 5 µM
# S1P3 antagonist: S1P3 receptor antagonists, primary screen, cell-based; 0.27% of 170,000 active; AID 485, 2006; inhibition, % at 4.98 µM; Sphingosine 1-phosphate receptor 3 (Homo sapiens), Q99500; CHO S1P3 NFAT-BLA reporter, FRET fluorescence, antagonist mode;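 active means inhibition above the plate cutoff, the mean inhibition of test wells on that plate plus 3 SD, cut at about 28% in these data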;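 further: cells challenged with S1P at its EC80 of 0.8 µM; blue over green emission ratio from cleaved BLA substrate after 4 h stimulation; 0% = S1P-stimulated wells and 100% = unstimulated DMSO-only wells; some compounds past the cut are filed as inactive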
# Target sequence (Q99500 whole entry, looked up): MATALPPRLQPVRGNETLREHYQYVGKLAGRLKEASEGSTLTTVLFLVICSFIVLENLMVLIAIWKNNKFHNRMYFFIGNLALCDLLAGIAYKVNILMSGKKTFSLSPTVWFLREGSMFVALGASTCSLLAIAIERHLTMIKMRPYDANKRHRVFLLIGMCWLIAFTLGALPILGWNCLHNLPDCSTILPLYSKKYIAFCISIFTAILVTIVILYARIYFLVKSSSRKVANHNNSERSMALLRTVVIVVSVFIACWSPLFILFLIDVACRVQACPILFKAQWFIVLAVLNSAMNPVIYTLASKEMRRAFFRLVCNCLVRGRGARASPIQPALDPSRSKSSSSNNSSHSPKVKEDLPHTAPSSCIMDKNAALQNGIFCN
# Redox H2O2 prof: compounds producing H2O2 with reducing agent – biochemical, NIH compound library profiling, artefact control for MLSCN library redox annotation, primary screen. 0.03% of 200,000 active. DTT-dependent redox cycling H2O2, phenol red/HRP absorbance; 100% = 100 µM peroxide control, 0% = buffer. AID 878, 2007. activation, % at 10 µM;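 active means activation of at least 50% relative to the plate's high and low controls in the primary single-dose screen; inactive means activation below 50%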;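 further: compound incubated with DTT at 0.8 mM final as the reducing agent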
# RAM inhibit: inhibitors of the yeast RAM network, primary screen, dse1pr::URA3 reporter, 5-FOA selection. 1.8% of 190,000 active. S. cerevisiae dse1pr::URA3 reporter, 5-FOA growth OD615, 2 d; analog-sensitive cbk1-as2 kinase mutant strain. AID 868, 2007. inhibition, % at 50 µM;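 active means inhibition above a set limit, 3 SD over mean compound inhibition, cut at about 8.4% in these data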;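 further: 0% = DMSO-only wells with no growth and 100% = 10 µM 1-NA-PP1 full growth; inhibition rescues growth on 5-FOA so higher OD means more RAM inhibition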
# Active calls of the source: *; x = no result given. Unless noted, no stated cut-off is given here; in the data, active means inhibition above about 50%; inactive means the rest.
SMILES	Hsp70 act	Diaphorase inh	Diaphorase act	L major viab	PMI act hi M6P	PMI activator	TLR4 MyD88 comp	G6PDH CS	S1P3 antagonist	Redox H2O2 prof	RAM inhibit
CC(C)CNC(=O)NC(=O)COC(=O)c1cc([N+](=O)[O-])ccc1NCc1ccccc1Cl	0.0	11	0.9	-4	0.9	0.8	4	0	3	-0.1	7.8
C[C@@H]1CN(C2CCN(Cc3nc(C(c4ccccc4)c4ccccc4)no3)CC2)C[C@H](C)O1	0.0	x	x	85*	x	x	-5	11	-7	-0.5	1.2
O=C(COC(=O)CC(c1ccccc1)c1ccccc1)Nc1cccc(F)c1	-0.1	16	0.8	-6	0.9	0.7	-4	7	-31	0.2	1.9
O=C(Nc1ccccc1N1CCCCC1)c1cccc(F)c1	-0.3	14	0.9	4	0.9	0.8	-8	3	-31	2.0	1.9
O=C(NNC(=O)c1cccs1)c1ccc2ccccc2c1	-0.4	11	0.9	-11	0.9	1	-1	-3	0	-2.1	1.3
CCOC(=O)c1nnn(CC(=O)Nc2cc(F)ccc2F)c1C(=O)OCC	0.6	-8	1.1	-5	1	1	6	-3	x	0.9	0.9
O=C(O)c1ccc(NCCC2=CCCCC2)c([N+](=O)[O-])c1	-0.1	7	0.9	-11	1.1	1.1	10	4	-1	-0.8	3.1
OCc1cn(-c2ccccc2)nc1-c1cccnc1	-0.2	16	0.8	-2	0.8	0.9	3	-1	-43	-0.7	1.1
CCOc1cc(N2CCOCC2)c(OCC)cc1NC(=O)c1nc2nc(C)cc(C)n2n1	x	19	0.8	x	0.9	0.9	x	5	-13	x	x
Cc1ccccc1N(C)S(=O)(=O)c1ccc2[nH]cc(C(=O)NCC3CCCO3)c(=O)c2c1 (stereo not drawn)	-0.1	37	0.6	-15	0.8	0.8	12	7	x	-1.9	1.8
Cn1cnc(S(=O)(=O)Nc2ccc(OC(F)(F)F)cc2)c1	-0.1	7	0.9	1	1	1	-9	1	0	0.5	0.9
COc1cc([N+](=O)[O-])ccc1N	-0.3	8	0.9	-10	0.8	0.8	5	-7	0	0.2	0.2
Cc1ccc(NC(=O)C(C)Sc2nnc(-c3cccnc3)o2)cc1 (stereo not drawn)	-0.4	4	1	-3	1.1	1.1	-9	8	-6	1.5	0.3
COc1ccc([N+](=O)[O-])cc1NC(=O)C(C)OC(=O)c1ccccn1 (stereo not drawn)	0.0	11	0.9	4	1	1	10	0	-14	-2.1	1.7
Fc1ccc(COc2ccccc2CNCc2ccncc2)cc1	-0.1	6	0.9	98*	1.2	1.2	-17	-11	-6	0.1	-0.9
COc1ccc2c(c1)-c1c(ssc1=S)C(C)(C)N2S(=O)(=O)c1ccc(C)cc1	-0.2	24	0.8	92*	0.9	0.9	11	-1	6	-0.1	4.6
CCOC(=O)C(C(=O)NCc1ccc(C)cc1)c1ncc(C(F)(F)F)cc1Cl (stereo not drawn)	0.0	7	0.9	21	1	1	3	4	x	1.5	0.5
CN1CCN(c2nc(Nc3cccc(C(F)(F)F)c3)nc(N3CCOCC3)n2)CC1	-0.3	8	0.9	16	1	0.9	11	5	2	0.5	1.6
Cc1ccc(NC(=O)CN2C(=O)S/C(=C\c3cc(C)n(-c4cccc(C(=O)O)c4)c3C)C2=O)cc1	-0.1	12	0.9	44	0.8	0.9	4	17	-3	0.5	4.1
CCCCOc1ccc(NC(=O)CSc2cccc3cccnc23)cc1	-0.2	0	1	1	1	0.9	-11	-25	-8	0.2	8.0
COC(CN1CCc2c(C)nc3c(C#N)cnn3c21)OC	0.0	5	0.9	1	1	1.1	0	2	-16	-1.9	-0.1
CCOC(=O)CSc1nnc(CNC(=O)c2cccs2)n1Cc1ccccc1	-0.4	1	1	-7	1	1	-4	1	-10	1.3	-0.5
Cc1ccccc1NC(=O)COC(=O)CCSc1ccccc1	-0.2	-4	1	3	1	0.9	-3	5	-2	0.4	2.3
COc1cc2c(C#N)c(N3CCN(c4ccccc4OC)CC3)nc(N)c2c(N)n1	-0.3	50	0.5	73*	0.5	0.5	22	-35	x	-2.4	1.9
CCn1c(P(C)(=O)O)nc2cc(NC(=O)c3ccccc3Cl)ccc21	0.1	0	1	2	1	1	-4	11	-7	0.1	-0.5
COc1cc(/C=C2\SC(=O)N(CCNC(=O)c3sc4cc(F)ccc4c3Cl)C2=O)cc(OC)c1OC	0.7	13	0.9	-5	1	0.9	5	3	-16	0.9	3.2
CCOC(=O)c1sc2ncnc(N3CCN(C(=O)OCC)CC3)c2c1C	-0.3	11	0.9	3	0.9	0.9	4	12	-6	-0.6	-0.4
COc1ccc2c(c1)c1nc3ccccc3nc1n2Cc1ccc(OC(C)C)c(OC)c1	-0.2	27	0.7	10	0.8	0.8	2	-31	-12	2.4	4.4
C/C(=N\Nc1cccc2cccnc12)c1ccc(N)cc1	-0.2	36	0.6	12	1.1	1.4	-13	23	-5	-0.2	-0.1
Cc1nn(Cc2ccccc2Cl)c(C)c1NC(=O)NC12CC3CC(CC(C3)C1)C2	-0.3	4	1	17	1.1	1	7	9	x	-7.3	2.8
CCOC(=O)c1sc(NC(=O)c2ccc(S(=O)(=O)N(C)C)cc2)nc1C	-0.3	0	1	5	1.1	1.1	1	-2	x	1.3	10*
CCOc1ccccc1/C=N/NC(=O)CSc1n[nH]c(=O)[nH]c1=O	-0.2	5	0.9	-1	1	1	6	6	7	-0.6	0.5
CCC1CCC2(CC1)NC(=O)N(CC(=O)c1c(C)[nH]c3ccccc13)C2=O (stereo not drawn)	-0.3	4	1	-1	1	0.9	-7	-10	-1	0.7	0.6
O=C(Nc1ccccc1)c1cccnc1NCCc1ccccc1	-0.2	11	0.9	17	1	1	-7	-17	-4	-0.1	-0.9
COc1ccc(-c2cc(N3C(=O)Nc4ccccc4N3O)n[nH]2)cc1OC	-0.2	-7	1.1	-7	1.1	1.1	0	-14	3	0.4	-0.4
Cc1ccc(NC(=O)CSc2nnc(-c3cccnc3)n2CCN2CCCCC2)cc1	-0.3	-1	1	-4	1	1.1	-5	8	5	-0.1	0.0
CC(C)OCCCNC(=O)CCN1C(=O)COc2ccccc21	-0.2	7	0.9	-6	1.1	1	11	9	2	-1.4	-0.6
O=C(COC(=O)Cc1ccccc1[N+](=O)[O-])NCc1ccc(Cl)cc1	-0.3	12	0.9	-7	1	1	-1	2	-3	-0.2	2.1
CCOC(=O)NNC1CC(=O)N(c2ccc(OC)cc2)C1=O (stereo not drawn)	0.1	8	0.9	-6	1	1	11	0	x	-3.1	1.6
CCn1c(SCC(=O)c2ccc(OC)cc2)nnc1C(C)NC(=O)c1ccc(OC)cc1 (stereo not drawn)	-0.3	9	0.9	1	1	0.9	-3	-11	-11	2.6	0.1
CCn1nnnc1Oc1ccc(Cl)cc1	-0.2	7	0.9	-9	1	1	0	-19	-26	0.4	-0.4
COc1ccc(C2C(C(=O)Nc3ccccn3)=C(C)Nc3ncnn32)c(OC)c1 (stereo not drawn)	-0.3	8	0.9	-5	0.9	0.9	-12	-15	-26	-0.3	1.1
COc1ccc(CNC(=O)C(=O)NCC2OCCN2S(=O)(=O)c2ccc3c(c2)OCCO3)cc1 (stereo not drawn)	0.2	15	0.9	-2	0.9	1	-2	16	-3	0.5	2.0
O=S(=O)(c1ccccc1)c1cccc(S(=O)(=O)N2CCCCC2)c1	-0.6	8	0.9	8	1	0.9	14	14	2	-0.8	0.3
COc1ccc(C(=O)NCC(=O)OCc2ccccc2F)cc1	-0.5	7	0.9	-6	0.9	0.9	12	-2	-4	-0.1	0.0
O=C(CN1C(=O)NC2(CCc3ccccc3C2)C1=O)NCc1ccco1 (stereo not drawn)	-0.3	3	1	-7	1	1.1	14	1	3	0.1	0.7
CC(C)C(=O)N1CCN(c2c(Cl)cccc2[N+](=O)[O-])CC1	-0.6	10	0.9	3	1	0.9	2	2	x	0.4	2.8
COC(=O)/C=c1\sc2ncnn2c1=O	0.0	12	0.9	-6	0.8	0.5	-7	-14	-21	0.2	2.3

# Exported with each value named: entries from further up
> CCn1nnnc1Oc1ccc(Cl)cc1
  Hsp70 act: -0.2 | Diaphorase inh: 7 | Diaphorase act: 0.9 | L major viab: -9 | PMI act hi M6P: 1 | PMI activator: 1 | TLR4 MyD88 comp: 0 | G6PDH CS: -19 | S1P3 antagonist: -26 | Redox H2O2 prof: 0.4 | RAM inhibit: -0.4
> COc1ccc(C2C(C(=O)Nc3ccccn3)=C(C)Nc3ncnn32)c(OC)c1 (stereo not drawn)
  Hsp70 act: -0.3 | Diaphorase inh: 8 | Diaphorase act: 0.9 | L major viab: -5 | PMI act hi M6P: 0.9 | PMI activator: 0.9 | TLR4 MyD88 comp: -12 | G6PDH CS: -15 | S1P3 antagonist: -26 | Redox H2O2 prof: -0.3 | RAM inhibit: 1.1
> COc1ccc(CNC(=O)C(=O)NCC2OCCN2S(=O)(=O)c2ccc3c(c2)OCCO3)cc1 (stereo not drawn)
  Hsp70 act: 0.2 | Diaphorase inh: 15 | Diaphorase act: 0.9 | L major viab: -2 | PMI act hi M6P: 0.9 | PMI activator: 1 | TLR4 MyD88 comp: -2 | G6PDH CS: 16 | S1P3 antagonist: -3 | Redox H2O2 prof: 0.5 | RAM inhibit: 2.0
